High-throughput results as filed in PubChem.
ROMK primary = modulators of human ROMK potassium channel; P48048; Tet-inducible ROMK, thallium flux fluorescence; actives lie on both sides; B-score at 10 µM; actives 2% (n = 130,000); AID 1918;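 active = signal ratio slope over the read window, or its plate-corrected B-score, at least 3 SD from the plate mean, either direction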;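 also: B-score of the F/F0 ratio slope over 7 to 12 s after thallium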
PPARg SRC1 recr = PPARgamma-driven SRC-1 recruitment agonism | activation, % at 8 µM | P37231 | AID 631 | PPARgamma-SRC-1 coactivator recruitment biochemical assay | actives 0.41% (n = 200,000); in the data active = activation above about 19%;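 also: 0% = DMSO and 100% = reference agonist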
Target sequence (P37231 whole entry, looked up): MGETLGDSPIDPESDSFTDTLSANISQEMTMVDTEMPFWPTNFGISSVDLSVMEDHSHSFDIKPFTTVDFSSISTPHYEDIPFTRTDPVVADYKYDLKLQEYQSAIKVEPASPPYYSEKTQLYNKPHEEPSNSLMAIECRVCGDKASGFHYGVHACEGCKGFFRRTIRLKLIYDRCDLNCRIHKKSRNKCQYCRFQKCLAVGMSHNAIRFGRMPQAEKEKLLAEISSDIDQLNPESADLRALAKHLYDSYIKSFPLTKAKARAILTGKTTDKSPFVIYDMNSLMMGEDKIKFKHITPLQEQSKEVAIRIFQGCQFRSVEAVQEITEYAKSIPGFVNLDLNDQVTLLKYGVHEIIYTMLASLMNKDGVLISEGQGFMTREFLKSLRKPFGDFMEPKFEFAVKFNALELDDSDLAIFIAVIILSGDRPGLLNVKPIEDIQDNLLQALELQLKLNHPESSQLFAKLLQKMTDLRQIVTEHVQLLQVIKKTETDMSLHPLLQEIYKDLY
S1P3 antagonist = S1P3 (human) receptor antagonism; CHO S1P3 NFAT-BLA reporter, FRET fluorescence, antagonist mode; AID 485; inhibition, % at 4.98 µM; Q99500; actives 0.27% (n = 170,000);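 active = inhibition above the plate cutoff, the mean inhibition of test wells on that plate plus 3 SD, cut at about 28% in these data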;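 also: cells challenged with S1P at its EC80 of 0.8 µM; blue over green emission ratio from cleaved BLA substrate after 4 h stimulation; 0% = S1P-stimulated wells and 100% = unstimulated DMSO-only wells; some compounds past the cut are filed as inactive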
TR-FRET SRC-2 ct = counter-screen for PPARgamma SRC-2 recruitment agonists: TR-FRET artefact; TR-FRET ratio at 8 µM; AID 1049; actives 0.4% (n = 200,000); hits give high values; in the data active = TR-FRET ratio above about 2000; also: inactives centre near 1500
G6PDH CS = counter-screen for G6PDH assay hits: L. mesenteroides G6PDH inhibition | Purified L. mesenteroides G6PDH, diaphorase/resazurin coupled fluorescence, 45 min | inhibition, % at 5 µM | actives 0.12% (n = 200,000) | AID 1020; in the data active = inhibition above about 50%
Diaph inh CS = diaphorase inhibition or chemical oxidation counter-screen. diaphorase resazurin-to-resorufin fluorescence, NADH, 16 min; bacterial (C. kluyveri) enzyme, not human. inhibition, % at 20 µM. actives 0.69% (n = 190,000);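 active = primary screen inhibition at 20 µM above a set limit, cut at about 50% in these data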;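 also: plate controls were DMSO with full reaction for no effect and wells lacking NADH for full effect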
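Benchmarks: positive control wells lacking NADH, neutral wells with DMSO only. System: bacterial diaphorase enzyme (C. kluyveri). Input: 0.14 U/mL diaphorase, enzyme working solution. Detection: resorufin fluorescence, excitation 544 nm, emission 590 nm. Times: 16-min room-temperature incubation before reading.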
PMI activator = increases human mannose-6-phosphate isomerase activity | activation factor at 20 µM | purified human PMI, coupled resazurin fluorescence, 20 min; hits give high values; 1 = vehicle control, 0 substrate-free wells | P34949 | actives 0.005% (n = 190,000) | AID 1214;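 active = activation factor of 2 or more at 20 µM, relative to plate controls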
Target sequence (P34949 whole entry, looked up): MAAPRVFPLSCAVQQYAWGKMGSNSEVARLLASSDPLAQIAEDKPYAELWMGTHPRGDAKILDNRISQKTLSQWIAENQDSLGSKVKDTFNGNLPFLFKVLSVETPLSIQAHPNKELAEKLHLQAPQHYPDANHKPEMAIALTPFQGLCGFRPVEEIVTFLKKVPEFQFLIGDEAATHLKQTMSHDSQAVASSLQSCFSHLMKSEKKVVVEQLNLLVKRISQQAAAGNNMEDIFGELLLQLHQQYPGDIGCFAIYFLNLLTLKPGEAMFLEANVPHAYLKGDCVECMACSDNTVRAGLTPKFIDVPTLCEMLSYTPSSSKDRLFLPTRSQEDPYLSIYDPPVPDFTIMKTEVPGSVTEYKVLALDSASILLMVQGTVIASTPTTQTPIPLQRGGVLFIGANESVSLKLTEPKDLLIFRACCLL
PPARg SRC3 recr = promotes SRC-3 coactivator recruitment by human PPARgamma; biochemical PPARgamma/SRC-3 coactivator recruitment assay; activation, % at 8 µM; actives 0.26% (n = 200,000); AID 731; in the data active = activation above about 23%;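 also: 0% = DMSO and 100% = reference agonist; some compounds past the cut are filed as inactive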
Diaph act CS = counter-screen for diaphorase-based assays: diaphorase activators and chemical reducers. AID 1229. actives 0.005% (n = 190,000). activation factor at 20 µM. Diaphorase/resazurin coupled assay, resorufin fluorescence, 16 min; hits give high values; 1 = vehicle wells, 0 = NADH-free wells;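 active = diaphorase activity raised at least twofold by the compound at 20 µM; inactive = activation factor below 2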
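System – purified diaphorase enzyme from Clostridium kluyveri · Input – enzyme 0.07 U/mL final · Also added – final NADH 0.114 mM, resazurin 0.1 mM · Measured by – fluorescence of resorufin, 544 nm excitation, 590 nm emission · Timing – 16 min enzyme reaction, ambient temperature · Measure – resorufin increase flagging diaphorase activators or reducers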
PPARg SRC2 recr = agonists of SRC-2 recruitment by human PPARgamma; P37231; PPARgamma LBD-SRC-2 recruitment, biochemical; activation, % at 8 µM; actives 0.34% (n = 200,000); AID 1032; in the data active = activation above about 22%;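 also: 0% = vehicle and 100% = reference agonist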
PMI act satM6P = increases human PMI activity with near-saturating mannose 6-phosphate; P34949; coupled PMI enzyme assay, resazurin fluorescence, 20 min; hits give high values; 1 = untreated enzyme, 0 = substrate-free blank; activation factor at 20 µM; actives 0.34% (n = 190,000); AID 1216;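 active = activation factor of 2 or more at 20 µM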
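Test system – human PMI in coupled enzyme assay · Timing – 20 min incubation at room temperature · Detection – Diaphorase-driven resazurin-to-resorufin fluorescence, excitation 544, emission 590 nm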
Numbers without * were called inactive; . = no result given.

#1 CC(C[N+](C)(C)C)OC(N)=O (centres undefined)
#2 c1ccc(-c2onc3c2CCCC3)cc1
#3 CC1(C)SC2c3ccccc3C(=O)N2[C@@H]1C(=O)NCc1ccco1 (some centres undefined)
#4 COC(=O)c1ccccc1NC(=O)C1CCCCC1C(=O)O (centres undefined)
#5 N#CC(C(=O)NCc1ccco1)c1nc2ccccc2nc1N1CCOCC1 (centres undefined)
#6 Cc1nc2nc(SCC(=O)c3cccc([N+](=O)[O-])c3)[nH]c2cc1Br
#7 CCC1CCCCN1CCCNC(=O)COc1cc(=O)n(C)c2ccccc12 (centres undefined)
#8 CCCC(c1nnnn1CS(=O)(=O)c1ccc(C)cc1)N1CCN(CC)CC1 (centres undefined)

entry no.	1	2	3	4	5	6	7	8
ROMK primary	.	-0.0024	-0.88	.	.	.	-0.25	0.97
PPARg SRC1 recr	5	6	6	5	2	-5	10	6
S1P3 antagonist	-6	.	-9	.	25	-12	-13	-15
TR-FRET SRC-2 ct	1419	1496	1616	1636	1580	1591	1613	1535
G6PDH CS	12	12	-4	-18	6	-34	3	7
Diaph inh CS	7	-7	17	12	19	27	13	6
PMI activator	1	1	1	0.9	0.8	0.9	1	1.1
PPARg SRC3 recr	-1	5	-4	12	1	3	-4	7
Diaph act CS	0.9	1.1	0.8	0.9	0.8	0.7	0.9	0.9
PPARg SRC2 recr	0	11	1	9	-3	0	-8	13
PMI act satM6P	1	1.1	1	0.9	0.8	0.9	1	1.1

#9 CCC(=O)OCCn1c(=O)c2cc3c(=O)n(CCOC(=O)CC)c(=O)c3cc2c1=O
#10 CN1CCN(c2ccccc2NC(=O)c2cc(Br)ccc2Cl)CC1
#11 CCCCn1c(=O)c(CCC(=O)OCC(=O)Nc2ccc(C)c(Cl)c2)nc2ccccc21
#12 CCCCC(CC)C1OCC(CN2CCCC2)O1 (centres undefined)
#13 Cn1c(=O)c2c(nc(CN3CCC(C(N)=O)CC3)n2CCc2ccccc2)n(C)c1=O
#14 CCc1cccc(NC(=O)CCC(=O)O)c1
#15 CC(C)c1ccc(Nc2ncccc2C#N)cc1
#16 Cc1ccc(C(=O)N/N=C/c2ccc3c(c2)OCO3)o1

entry no.	9	10	11	12	13	14	15	16
ROMK primary	.	-1.4	.	-0.47	.	-0.042	.	0.75
PPARg SRC1 recr	-4	0	-1	3	-4	1	11	0
S1P3 antagonist	-21	17	-3	.	-12	-8	.	-8
TR-FRET SRC-2 ct	1387	1542	1567	1515	1573	1521	1602	1519
G6PDH CS	3	0	-29	1	-1	8	6	6
Diaph inh CS	9	0	16	10	11	2	22	4
PMI activator	0.8	0.9	0.8	1	0.9	1	0.9	1
PPARg SRC3 recr	-8	20	-1	7	-10	0	10	2
Diaph act CS	0.9	1	0.8	0.9	0.9	1	0.8	1
PPARg SRC2 recr	1	-3	6	-2	-2	3	1	2
PMI act satM6P	0.8	1	1	1	0.9	1	0.9	1

#17 CCCOc1cc(C)c(S(=O)(=O)n2nnc3ccccc32)cc1C
#18 O=C(O)CCCC(=O)Nc1cc([N+](=O)[O-])ccc1O
#19 CCc1ccc(N=CC2=C(O)CC(c3ccco3)CC2=O)cc1 (centres undefined)
#20 COc1ccc(-c2n[nH]c(=S)n2N)c(OC)c1
#21 Cc1noc(/C=C/N(C)C)c1S(=O)(=O)N1CCCC(C(=O)NCCC2=CCCCC2)C1 (centres undefined)
#22 O=C1c2ccncc2C(=O)N1CO
#23 Cc1cc(NC(CC(C)C)C(=O)O)nc(Cc2ccccc2)n1 (centres undefined)
#24 Cc1ccc(C)c(N2CCN(C(c3ccc(N(C)C)cc3)c3nnnn3C(C)(C)C)CC2)c1 (centres undefined)

entry no.	17	18	19	20	21	22	23	24
ROMK primary	0.95	.	0.37	-0.45	.	0.58	.	-0.00056
PPARg SRC1 recr	2	22*	7	-5	4	1	-2	3
S1P3 antagonist	.	-16	.	-2	-3	-8	.	.
TR-FRET SRC-2 ct	1345	1558	1555	1591	1803	1633	1586	1496
G6PDH CS	4	9	4	6	.	6	10	5
Diaph inh CS	13	16	-1	16	.	1	-6	17
PMI activator	1.1	0.9	1.1	0.8	.	0.9	1.1	0.9
PPARg SRC3 recr	-2	5	5	4	12	4	4	4
Diaph act CS	0.9	0.8	1	0.8	.	1	1.1	0.8
PPARg SRC2 recr	-6	2	10	2	8	9	3	7
PMI act satM6P	1.1	0.9	1.1	0.9	.	0.9	1.1	0.8

#25 O=P1(O)C=C(c2ccccc2)NC(c2ccccc2)=C1
#26 O=C(O)CCCC(=O)Nc1cccc(C(F)(F)F)c1
#27 CCOC(=O)CSc1nc2ccccc2n1C(=O)OCC
#28 CSc1nc2ccccc2n1CC(=O)Nc1ccccc1
#29 Cc1ccc(-c2noc(CNCCCN(C)C)n2)cc1
#30 CCOP(=O)(OCC)C(Nc1cccc(C)c1)c1ccc(F)cc1 (centres undefined)
#31 N/C(=N\OC(=O)CCc1ccccc1)c1ccccc1Cl
#32 COc1ccc(OC)c(C(=O)CSc2nnc(-c3cccs3)o2)c1

entry no.	25	26	27	28	29	30	31	32
ROMK primary	.	-0.5	.	.	.	0.41	0.052	.
PPARg SRC1 recr	-2	5	2	0	1	-1	6	11
S1P3 antagonist	-7	2	-14	-24	-24	0	-16	9
TR-FRET SRC-2 ct	1477	1440	1661	1679	1585	1450	1687	1749
G6PDH CS	-5	5	-1	7	8	9	4	6
Diaph inh CS	8	5	17	18	-5	13	9	3
PMI activator	0.9	1	0.9	0.9	1.1	1	0.9	1
PPARg SRC3 recr	-7	3	8	16	10	1	3	17
Diaph act CS	0.9	1	0.8	0.8	1	0.9	0.9	1
PPARg SRC2 recr	0	4	3	6	2	-4	3	10
PMI act satM6P	0.9	1.1	0.7	0.9	1.1	0.9	1	1

#33 Cc1ccc(S(=O)(=O)N2CCOCC2)cc1C(=O)NCc1ccco1
#34 CCOC(=O)CC1C(=O)NCCN1Cc1cccc(OC)c1 (centres undefined)
#35 O=C1c2c(O)cc(O)cc2O[C@@]12c1c(cc(O)c3c1O[C@H](c1ccc(O)cc1)[C@@H](O)C3)O[C@@H]2c1ccc(O)cc1
#36 CCCOc1ccc(-c2c(C(=O)N/N=C/c3ccc(OCC)cc3)nnn2-c2nonc2N)cc1
#37 COc1ccc(NC(C)=O)cc1NC(=O)CN1CCN(C2c3ccccc3-c3ccccc32)CC1
#38 COc1ccc(C(=O)Nc2cc(C(=O)NCCc3ccccc3)ccc2Cl)cc1
#39 O=C(Nc1ccccn1)N1CCOCC1
#40 CCCNC(=O)NCCC12CC3CC(CC(C3)C1)C2

entry no.	33	34	35	36	37	38	39	40
ROMK primary	.	.	-0.025	.	1.5	-0.97	-0.026	-0.046
PPARg SRC1 recr	0	7	4	-7	0	-5	-5	3
S1P3 antagonist	-18	-13	-5	-6	-26	.	-11	-1
TR-FRET SRC-2 ct	1560	1573	1378	1416	1497	1523	1314	1592
G6PDH CS	17	21	30	-20	5	6	7	-3
Diaph inh CS	12	4	11	12	28	18	3	13
PMI activator	1	1	1	0.9	0.9	0.9	1.1	1
PPARg SRC3 recr	3	5	1	-4	5	-5	1	-1
Diaph act CS	0.9	1	0.9	0.9	0.7	0.8	1	0.9
PPARg SRC2 recr	-1	2	20	-5	4	7	-10	-4
PMI act satM6P	0.9	1	0.8	1	0.9	0.9	1.1	0.9

3 entries drawn at random from those above:
#34 CCOC(=O)CC1C(=O)NCCN1Cc1cccc(OC)c1 (centres undefined)
#6 Cc1nc2nc(SCC(=O)c3cccc([N+](=O)[O-])c3)[nH]c2cc1Br
#24 Cc1ccc(C)c(N2CCN(C(c3ccc(N(C)C)cc3)c3nnnn3C(C)(C)C)CC2)c1 (centres undefined)

entry no.	34	6	24
ROMK primary	.	.	-0.00056
PPARg SRC1 recr	7	-5	3
S1P3 antagonist	-13	-12	.
TR-FRET SRC-2 ct	1573	1591	1496
G6PDH CS	21	-34	5
Diaph inh CS	4	27	17
PMI activator	1	0.9	0.9
PPARg SRC3 recr	5	3	4
Diaph act CS	1	0.7	0.8
PPARg SRC2 recr	2	0	7
PMI act satM6P	1	0.9	0.8

(list continues)
#41 N#Cc1ccc(CSc2nnc(NC(=O)CN3C(=O)C4CC=CCC4C3=O)s2)cc1 (centres undefined)
#42 CC(C)NC(=S)N/N=C/c1ccc(N2CCOCC2)cc1
#43 CCOC(=O)c1cc([N+](=O)[O-])sc1N
#44 COC(=O)c1nnn(CC(=O)NC(=O)Nc2c(C)cccc2C)c1C(=O)OC
#45 CC(=O)c1cnc(Nc2nc(C)c3ccccc3n2)nc1C
#46 COc1ccc(-c2cc(OC(=O)c3ccc(F)cc3)c3c(C)oc(C)c3c(=O)c2)cc1
#47 CCCSc1oc(-c2ccco2)nc1S(=O)(=O)c1ccccc1
#48 O=C1CC(c2ccccc2)CN1C(=O)c1cncc(Br)c1 (centres undefined)

entry no.	41	42	43	44	45	46	47	48
ROMK primary	.	.	1	0.33	.	0.38	.	.
PPARg SRC1 recr	3	9	6	-2	6	10	8	6
S1P3 antagonist	13	3	-8	4	-17	.	7	-11
TR-FRET SRC-2 ct	1573	1695	1697	1568	1287	1450	1664	1579
G6PDH CS	6	-4	8	-2	-8	8	-4	9
Diaph inh CS	12	8	6	12	5	13	4	-1
PMI activator	0.9	1	1.2	1	0.8	1.3	0.9	1
PPARg SRC3 recr	2	8	2	2	0	9	9	0
Diaph act CS	0.9	0.9	0.9	0.9	0.9	0.9	1	1
PPARg SRC2 recr	-4	8	-2	8	-2	5	14	-5
PMI act satM6P	1	1	1.1	1.1	0.9	1.2	1	1

Part of the list above, reduced to PPARg SRC1 recr:
| No. | Compound | PPARg SRC1 recr |
| --- | --- | --- |
| 43 | CCOC(=O)c1cc([N+](=O)[O-])sc1N | 6 |
| 44 | COC(=O)c1nnn(CC(=O)NC(=O)Nc2c(C)cccc2C)c1C(=O)OC | -2 |

(list continues)
#49 O=C1CN(c2ccccc2Cl)C(=O)CN1c1ccccc1Cl
#50 Cn1c(=O)c2cc(S(=O)(=O)NC(C(=O)NCc3ccccn3)c3ccccc3)ccc2n(C)c1=O (centres undefined)
#51 CC(C)(C)[C@@H]1C=C(C(=O)N2CCN(Cc3ccccc3)CC2)O[C@H](OCCCCO)C1
#52 O=C(COC(=O)C1=COCCO1)Nc1ccccc1OC(F)F

entry no.	49	50	51	52
ROMK primary	.	.	.	0.051
PPARg SRC1 recr	2	-2	-1	-3
S1P3 antagonist	-8	.	-17	1
TR-FRET SRC-2 ct	1579	1665	1614	1563
G6PDH CS	6	-8	9	11
Diaph inh CS	15	14	-1	7
PMI activator	1	1	1.1	1.1
PPARg SRC3 recr	1	0	2	2
Diaph act CS	0.8	0.9	1	0.9
PPARg SRC2 recr	-1	16	3	1
PMI act satM6P	1.1	1	1	1
